Assay outcomes as filed in PubChem BioAssay.
Rtt109 HAT inh: C. albicans Rtt109 histone acetyltransferase inhibition | purified Rtt109/Vps75, ThioGlo CoA-SH fluorescence, 4 h | AID 540336 | hit rate 0.16% among 330,000 | inhibition, % at 34.9 µM | Q5AAJ8;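 active means inhibition of at least 50% in every replicate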
Target sequence (Q5AAJ8 whole entry, looked up): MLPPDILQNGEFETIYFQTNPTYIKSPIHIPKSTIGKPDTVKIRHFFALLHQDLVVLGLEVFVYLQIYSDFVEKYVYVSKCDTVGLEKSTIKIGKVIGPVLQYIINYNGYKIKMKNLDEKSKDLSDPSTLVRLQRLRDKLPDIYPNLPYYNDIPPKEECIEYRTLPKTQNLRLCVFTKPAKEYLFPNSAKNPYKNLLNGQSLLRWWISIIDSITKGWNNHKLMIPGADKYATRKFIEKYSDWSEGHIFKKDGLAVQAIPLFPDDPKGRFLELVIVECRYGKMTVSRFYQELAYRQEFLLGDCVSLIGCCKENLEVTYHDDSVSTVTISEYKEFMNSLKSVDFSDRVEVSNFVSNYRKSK
Wnt bcat act: activates Wnt/beta-catenin signaling in a reporter cell assay | activator, plate reader | activation, % at 9.35 µM | hit rate 1.2% among 300,000; in the data active means activation above about 30%, passing the limit was not always enough;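 further: 0% = neutral control wells and 100% = positive control wells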
E coli growth: counter-screen for AddAB inhibitors: E. coli growth inhibition; E. coli V3065 growth, OD600 absorbance, 18 h; inhibition, % at 11.9 µM; hit rate 0.27% among 330,000; AID 449728;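 active means inhibition above the campaign's mean inhibition across all tested compounds plus 3 SD, cut at about 9.9% in these data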;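 further: uninfected addAB+ strain grown without phage in ampicillin broth; 0% = DMSO wells and 100% = ciprofloxacin 0.95 µg/ml wells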
AddAB inh: less growth of phage-infected E. coli with AddAB; inhibition, % at 11.9 µM; hit rate 0.29% among 330,000; E. coli expressing H. pylori AddAB, absorbance growth; in the data active means inhibition above about 12%;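 further: 0% = vehicle wells of infected cells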
phage Ecoli inh: E. coli growth loss with phage present; growth absorbance; inhibition, % at 11.9 µM; hit rate 0.26% among 360,000; AID 651602; in the data active means inhibition above about 11%
DAGLB inh: diacylglycerol lipase beta (human) inhibition. inhibition, % at 5.17 µM. hit rate 0.059% among 340,000. HEK293T DAGLB membrane lysate, EnzChek fluorogenic substrate. Q8NCG7; in the data active means inhibition above about 34%;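 further: 0% = enzyme with vehicle and 100% = wells lacking enzyme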
Target sequence (Q8NCG7 whole entry, looked up): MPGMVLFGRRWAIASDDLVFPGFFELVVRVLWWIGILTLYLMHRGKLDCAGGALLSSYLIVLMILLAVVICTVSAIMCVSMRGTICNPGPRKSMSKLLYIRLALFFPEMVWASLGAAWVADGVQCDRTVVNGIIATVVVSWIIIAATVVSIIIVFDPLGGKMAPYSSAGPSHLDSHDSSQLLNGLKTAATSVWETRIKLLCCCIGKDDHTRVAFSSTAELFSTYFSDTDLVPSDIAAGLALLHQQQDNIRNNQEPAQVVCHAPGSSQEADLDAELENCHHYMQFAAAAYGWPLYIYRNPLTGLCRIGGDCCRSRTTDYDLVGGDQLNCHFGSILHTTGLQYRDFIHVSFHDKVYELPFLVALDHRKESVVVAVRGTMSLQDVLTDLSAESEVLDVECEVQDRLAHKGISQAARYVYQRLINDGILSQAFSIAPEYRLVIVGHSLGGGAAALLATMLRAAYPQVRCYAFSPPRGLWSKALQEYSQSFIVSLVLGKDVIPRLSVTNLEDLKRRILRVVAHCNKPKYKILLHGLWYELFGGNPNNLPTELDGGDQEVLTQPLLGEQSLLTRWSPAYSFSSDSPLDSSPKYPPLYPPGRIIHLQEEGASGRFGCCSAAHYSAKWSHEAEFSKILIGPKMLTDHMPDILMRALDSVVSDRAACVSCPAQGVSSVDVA
Tat transport: blocks Tat-dependent protein export in E. coli; E. coli MC4100 TorA-mCherry Tat export, fluorescence; inhibition, % at 10 µM; hit rate 0.036% among 340,000; AID 488895;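 active means mean replicate inhibition at least 50% and at least half of replicates individually reaching 50%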;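 further: exported cargo escapes ClpAP degradation while cytoplasmic cargo is degraded and loses fluorescence; 0% = median of neutral control wells and 100% = median of NaSCN control wells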
CAL PDZ FP: blocks peptide binding to human CAL PDZ domain | purified CAL PDZ, TMR-peptide fluorescence polarization, 1 h | inhibition, % at 20 µM | hit rate 0.02% among 330,000 | AID 504414;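 active means highest replicate inhibition of at least 40%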;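 further: plate controls were DMSO neutral control wells for no effect and unlabeled competitor peptide control wells for full effect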
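Material: tagged CAL PDZ protein CerCALP, purified; buffer or medium: sodium phosphate/NaCl buffer pH 7.4 with TCEP, IgG, Thesit; also added: fluorescent TMR peptide probe; schedule: 1 h incubation at room temperature before polarization reading; technique: fluorescence polarization from S- and P-plane intensities, G-factor corrected; control set: unlabelled peptide and DMSO controls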
PvdQ inh: blocks Pseudomonas aeruginosa PvdQ acylase activity; inhibition, % at 10 µM; purified PvdQ acylase, fluorescence plate reader; hit rate 0.063% among 340,000; AID 488965; in the data active means inhibition above about 30%, passing the limit was not always enough;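 further: 0% = vehicle neutral wells and 100% = reference inhibitor wells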
PfHsp90 set2: inhibits growth of yeast expressing Plasmodium falciparum Hsp90 | S. cerevisiae expressing PfHsp90, BacTiter-Glo ATP, 48 h; yeast lacking PDR1 and PDR3 efflux regulators | hit rate 0.32% among 310,000 | inhibition, % at 9.4 µM | AID 504621;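 active means every replicate shows inhibition above about 80%, whatever the replicate mean, limit read from the data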;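 further: 0% = DMSO neutral controls and 100% = 20 µM radicicol positive controls; yeast relying on Plasmodium falciparum Hsp90 in place of its own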
The depositor's hits bear a star; / = no result given.

Preview, two compounds:
Order of values: Rtt109 HAT inh	Wnt bcat act	E coli growth	AddAB inh	phage Ecoli inh	DAGLB inh	Tat transport	CAL PDZ FP	PvdQ inh	PfHsp90 set2
(1) COC(=O)C1=C(c2cccc(OC)c2OC)C[C@@H]2CC[C@H]1N2C(=O)NCC1CC1
→ -13	3	0.9	2.6	3.0	2	-6	-0.2	-8	-4
(2) N=C1C(c2ccccc2)=C(O)CN1Cc1ccco1
→ -6	0	1.8	3.5	-0.4	0	-11	-2.6	-11	-10

The whole of this part, from the first entry:
Order of values: Rtt109 HAT inh	Wnt bcat act	E coli growth	AddAB inh	phage Ecoli inh	DAGLB inh	Tat transport	CAL PDZ FP	PvdQ inh	PfHsp90 set2
(1) COC(=O)C1=C(c2cccc(OC)c2OC)C[C@@H]2CC[C@H]1N2C(=O)NCC1CC1
→ -13	3	0.9	2.6	3.0	2	-6	-0.2	-8	-4
(2) N=C1C(c2ccccc2)=C(O)CN1Cc1ccco1
→ -6	0	1.8	3.5	-0.4	0	-11	-2.6	-11	-10
(3) CN(C(=O)Oc1ccc(Cl)c2cccnc12)c1ccccc1
→ -3	/	0.0	-0.7	-0.9	-4	4	-3.6	-6	5
(4) CCCOC(=O)c1ccccc1C(=O)OCCC
→ -7	-3	-0.9	1.0	3.4	-3	-13	-1.6	-13	-2
(5) O=S(=O)(F)c1ccc2nc(-c3cccc(Sc4ccccc4)c3)cc(Cl)c2c1
→ 2	-1	0.2	4.5	0.3	-5	0	-2.5	-7	0
(6) FC(F)=C(F)CCSc1ncn[nH]1
→ -2	0	-3.6	0.3	3.9	2	-9	-0.4	-7	9
(7) Cc1ccc(-n2c(O)c(/C=N/Nc3ccccc3)c(=O)[nH]c2=O)cc1C
→ /	-1	3.0	5.5	-0.5	/	/	/	/	/
(8) CO[C@@H]1C=CC23c4cc5c(cc4CO[C@]2(O)CN(C)[C@H]3C1)OCO5 (stereo not given in full)
→ -7	-4	0.6	0.9	1.2	-3	-5	-1.7	10	6
(9) C=C(C)CSc1nnc([C@@H](N)Cc2c[nH]c3ccccc23)o1
→ 1	/	-1.7	-0.5	3.4	2	11	-1.6	-18	20
(10) Cn1cc(C=C(C#N)C#N)c2ccccc21
→ -17	-1	-1.1	-2.1	4.0	-4	2	-2.8	-20	6
(11) Cn1c(O)c(/C=N/NC(=O)c2ccncc2)c(=O)[nH]c1=S
→ /	-1	-0.1	-0.6	2.2	/	/	/	/	/
(12) COC(=O)C(C)NC(=S)N1CC2C[C@@H](C1)Cn1c2cccc1=O (stereo not given in full)
→ 8	-1	1.3	0.7	2.9	-2	-2	-3.2	3	10
(13) CCCOc1ccccc1C1SCC(=O)Nc2c1c(=O)[nH]n2C(C)CCC (stereo not given)
→ 2	/	0.3	3.2	2.6	0	2	-0.3	-2	1
(14) CC(=O)OC1N=C(c2ccccc2)c2cc(Br)ccc2N(C)C1=O (stereo not given)
→ 3	-6	-0.6	-0.6	2.9	1	0	-0.7	-20	66
(15) COC(=O)C1=C(c2ccc(OC(F)(F)F)cc2)C[C@@H]2CC[C@H]1N2C(=O)N1CCOCC1
→ -7	-2	0.2	0.3	0.5	3	-5	1.3	-9	-8
(16) COC(=O)C1=C(c2ccc3ccccc3c2)C[C@@H]2CC[C@H]1N2C(=O)NCc1ccco1
→ 7	-4	0.2	0.4	4.7	-2	-5	-0.9	-7	0
(17) O=C(C1CC(c2ccc(F)cc2)=NO1)N1CCC2(CC1)OCCO2 (stereo not given)
→ -10	19	1.0	1.3	2.9	-5	5	-0.3	-1	22
(18) COc1ccc(CNCCc2c[nH]c3ccccc23)c(OC)c1C
→ -1	-7	2.7	1.7	5.6	-2	-6	-1.9	9	0
(19) N/C(=N\[N+](=O)[O-])N1CCN(C(=O)OC2CCCC2)CC1
→ -9	-6	-0.8	0.2	1.7	-4	1	-1.0	4	6
(20) FC(F)(F)Oc1ccc(C2NCc3ccccc3-n3cccc32)cc1 (stereo not given)
→ -1	-1	0.5	1.2	5.6	-6	-1	0.0	-6	17
(21) CCCn1c(C(=O)c2ccc(OC)cc2)nc2ccccc21
→ 2	-1	-0.5	1.1	3.1	-6	5	-2.7	-4	/
(22) O=C(c1ccc2c(c1)N(Cc1ccc(F)cc1)CCS2)N1CCC2(CC1)OCCO2
→ 0	1	-1.9	1.9	0.3	8	20	-0.9	-1	12
(23) CC12CCC(=O)C=C1CCC1C2CCC2(C)C(O)CCC12 (stereo not given)
→ 7	-3	0.7	2.7	4.0	0	5	-0.4	5	-4
(24) CC(C)C(=O)NC(Oc1ccccc1Cl)C(Cl)(Cl)Cl (stereo not given)
→ -5	-1	0.2	4.7	2.4	-5	-10	0.0	10	-5
(25) COC(=O)C1=C(c2ccc(OC(F)(F)F)cc2)C[C@@H]2CC[C@H]1N2C(=O)N1CCC(O)CC1
→ -4	-1	-0.7	1.6	2.2	2	-7	-0.3	2	6
(26) COc1ccc(C(=O)N2C[C@H]3C[C@@H](C2)c2cccc(=O)n2C3)cc1OC
→ 5	-1	1.2	2.4	4.8	-4	-2	0.9	8	-7
(27) Cc1cccc(N2C(=O)NC(=O)C3(Cc4cc(C)ccc4N(C)C3)C2=O)c1 (stereo not given)
→ 6	/	-0.5	-0.1	3.3	4	1	-2.1	-14	20
(28) O=C(O)Cn1cc(/C=C2\C(=O)NC(=O)N(c3ccc(Br)cc3)C2=O)c2ccccc21
→ /	0	-0.3	0.5	0.5	8	-3	-1.0	-9	-4
(29) Nc1c(C(=O)NCc2ccco2)c2nc3ccccc3nc2n1Cc1ccc(F)cc1
→ -10	-2	0.2	1.3	1.7	-3	5	-1.1	-3	-11
(30) C=CCC1(CC)C(=O)NC(=S)NC1=O
→ -7	-1	/	/	5.0	-1	-17	0.4	0	-2

Sorted by count of non-hydrogen atoms (rising): some entries from above
Order of values: Rtt109 HAT inh	Wnt bcat act	E coli growth	AddAB inh	phage Ecoli inh	DAGLB inh	Tat transport	CAL PDZ FP	PvdQ inh	PfHsp90 set2
(6) FC(F)=C(F)CCSc1ncn[nH]1
→ -2	0	-3.6	0.3	3.9	2	-9	-0.4	-7	9
(10) Cn1cc(C=C(C#N)C#N)c2ccccc21
→ -17	-1	-1.1	-2.1	4.0	-4	2	-2.8	-20	6
(24) CC(C)C(=O)NC(Oc1ccccc1Cl)C(Cl)(Cl)Cl (stereo not given)
→ -5	-1	0.2	4.7	2.4	-5	-10	0.0	10	-5
(19) N/C(=N\[N+](=O)[O-])N1CCN(C(=O)OC2CCCC2)CC1
→ -9	-6	-0.8	0.2	1.7	-4	1	-1.0	4	6
(23) CC12CCC(=O)C=C1CCC1C2CCC2(C)C(O)CCC12 (stereo not given)
→ 7	-3	0.7	2.7	4.0	0	5	-0.4	5	-4
(21) CCCn1c(C(=O)c2ccc(OC)cc2)nc2ccccc21
→ 2	-1	-0.5	1.1	3.1	-6	5	-2.7	-4	/
(17) O=C(C1CC(c2ccc(F)cc2)=NO1)N1CCC2(CC1)OCCO2 (stereo not given)
→ -10	19	1.0	1.3	2.9	-5	5	-0.3	-1	22
(7) Cc1ccc(-n2c(O)c(/C=N/Nc3ccccc3)c(=O)[nH]c2=O)cc1C
→ /	-1	3.0	5.5	-0.5	/	/	/	/	/
(1) COC(=O)C1=C(c2cccc(OC)c2OC)C[C@@H]2CC[C@H]1N2C(=O)NCC1CC1
→ -13	3	0.9	2.6	3.0	2	-6	-0.2	-8	-4
(22) O=C(c1ccc2c(c1)N(Cc1ccc(F)cc1)CCS2)N1CCC2(CC1)OCCO2
→ 0	1	-1.9	1.9	0.3	8	20	-0.9	-1	12
(15) COC(=O)C1=C(c2ccc(OC(F)(F)F)cc2)C[C@@H]2CC[C@H]1N2C(=O)N1CCOCC1
→ -7	-2	0.2	0.3	0.5	3	-5	1.3	-9	-8

(further entries)
Order of values: Rtt109 HAT inh	Wnt bcat act	E coli growth	AddAB inh	phage Ecoli inh	DAGLB inh	Tat transport	CAL PDZ FP	PvdQ inh	PfHsp90 set2
(31) CC(=O)C1CCC2(O)C3CCC4=CC(=O)CCC4(C)C3CCC12C (stereo not given)
→ 6	4	/	/	0.5	1	14	-0.1	-7	23
(32) O=S1(=O)CCN(CCc2c[nH]c3ccccc23)CC1
→ -8	1	-0.3	-0.2	1.7	0	5	-2.8	-9	-8
(33) NC(=O)C1(N2CCCCC2)CCN(Cc2ccccc2)CC1
→ 6	/	-3.7	0.1	-0.7	-2	-9	-0.4	-11	-7
(34) CCOC(=O)C1CCN(C(C)C(=O)c2c[nH]c3ccccc23)CC1 (stereo not given)
→ -5	/	0.4	1.1	/	-2	-4	-0.1	-3	8
(35) COC(=O)C1=C(c2cccc(OC)c2OC)C[C@@H]2CC[C@H]1N2C(=O)N1CCCCC1
→ 0	0	-1.8	1.4	2.1	-1	2	-0.4	-3	15
(36) O=P(C(c1ccc2c(c1)OCO2)N1CCOCC1)(N1CCOCC1)N1CCOCC1 (stereo not given)
→ -11	-2	0.2	-0.7	-0.9	-3	2	-0.5	-19	13
(37) Cc1cc([N+](=O)[O-])c(Cl)cc1NC(=O)C(C)C
→ -4	-2	0.3	0.0	2.3	2	1	0.1	-7	28
(38) COC(=O)C1=C(C)NC(=S)NC1c1ccc(N(CCCl)CCCl)cc1Cl (stereo not given)
→ -1	3	/	/	1.3	-1	-5	-0.4	-19	-51
(39) COc1cccc(-n2c(CN3CCOCC3)nc3ccc([N+](=O)[O-])cc3c2=O)c1
→ 0	1	0.2	2.4	0.0	-1	-12	-1.3	-2	8
(40) O=c1[nH]c(=O)n(-c2cccc3ccccc23)c(O)c1/C=N/N1CCCCCC1
→ 0	1	1.6	0.0	1.3	0	-10	-0.7	-2	8
(41) C#C[C@@]1(O)CCC2C3CCC4=C/C(=N/OCC(=O)NC(C(=O)O)C(C)O)CC[C@]4(C)C3CC[C@@]21C (stereo not given in full)
→ -3	0	1.0	0.7	1.9	1	4	0.6	-11	27
(42) Oc1ccc2c3c1O[C@H]1c4oc5ccccc5c4C[C@@]4(O)[C@@H](C2)N(CC2CC2)CC[C@]314
→ 13	-2	-1.6	-1.9	2.7	-1	-16	-1.9	2	8
(43) COc1ccc(CC2C(=O)NC(C)C(=O)N(C)C3C(=O)N(C)C(Cc4ccc(O)c(c4)Oc4ccc(cc4)C3O)C(=O)NC(C)C(=O)NC(C)C(=O)N2C)cc1 (stereo not given)
→ -3	-10	/	/	2.5	-1	-11	0.0	-23	-16
(44) COCCNC(=O)Cn1cc(/C=C2\C(=O)NC(=O)N(c3ccccc3F)C2=O)c2ccccc21
→ 4	-1	-0.3	0.7	2.7	-4	-3	-0.7	-13	-11
(45) Cc1c(C)c2cc(Cl)c(OCC(=O)N3C[C@H]4C[C@@H](C3)c3cccc(=O)n3C4)cc2oc1=O
→ -3	-1	-1.2	1.7	-1.0	-1	-4	-3.9	-7	-8
(46) O=C1NC(=O)N(Cc2ccccc2)C(=O)/C1=C\N1CCCc2ccccc21
→ 15	/	-2.4	1.1	1.6	-9	-6	-3.3	-9	-1
(47) Cc1ccccc1-c1nc(CS(=O)CC(=O)N2CCC3(CC2)OCCO3)c(C)o1 (stereo not given)
→ -15	/	-3.1	-1.6	4.3	-2	14	-0.1	-6	/
(48) O=C1CNC(c2ccccc2Cl)c2cc(Br)ccc2N1 (stereo not given)
→ 9	3	0.2	2.3	-1.2	0	1	/	-12	6
(49) CCc1nc2ccc(N3CCN(C)CC3)cc2nc1CC
→ -6	0	0.8	6.0	2.6	0	-2	-1.7	-19	/

An excerpt; count on the stated rates, not on these rows.
